TGFb SMAD3 inh: qHTS for Inhibitors of TGF-b | HepG2 CAGA-GFP TGF-b/SMAD3 reporter, GFP fluorescence, 18 h; TGF-beta stimulated, 500 pg/mL final | Potency, µM (doses to about 46.1 µM), without a hit: at the top dose activity, negative = inhibition, hits mostly inhibitors | 410,000 tested, 1.2% active | AID 588855, 2011; also: potency is read from the fitted curve at half-maximal effect; % is scaled to controls: 0 for no effect and ±100 for the full control effect; nearly all actives have a fitted effect of over 65% in size
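Using HEPG2 CAGA-GFP reporter cells at 1000 cells/well, we pinned test compounds, stimulated with recombinant TGF-beta (500 pg/mL final) and measured total well GFP after 18 h.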
ATXN2 expr inh: Primary qHTS for Inhibitors of ATXN expression | HEK-293 ATXN2-luciferase reporter, luminescence, 24 h | Potency, µM (top dose mostly 57 µM), for inactives: at the top dose activity change, negative = inhibition, usual class: inhibitors | 360,000 tested, 0.72% active; also: potency is read from the fitted curve at half-maximal effect; % is scaled to controls: 0 for no effect and ±100 for the full control effect; nearly all actives have a fitted effect of over 55% in size
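ATXN2-luciferase reporter cells (luciferase flanked by upstream and downstream ATXN2 gene portions) were treated 24 h at 37 °C with compounds at up to 57 uM. SteadyGlo luminescence gave expression; GF-AFC fluorescence gave viability.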
ATXN viability: Viability Counterscreen for Primary qHTS for Inhibitors of ATXN expression; S2 cells (HEK-293 line with an ATXN2-luciferase reporter) viability, CellTiter-Fluor protease fluorescence, 24 h; Potency, µM (top dose mostly 56.7 µM), actives largely listed as cytotoxic; 400,000 tested, 0.49% active; AID 651635, 2014; also: potency is read from the fitted curve at half-maximal effect; nearly all actives have a fitted effect of over 40% in size
HepG2 viability: qHTS for Inhibitors of TGF-b: Cytotox Counterscreen; 410,000 tested, 0.76% active; HepG2 CAGA-GFP viability, ATP luminescence, 18 h; Potency, µM (highest dose often 46.1 µM), without a hit: top-dose activity change, negative = cytotoxicity, usual class: cytotoxic; also: potency is read from the fitted curve at half-maximal effect; some results filed as inactive show a strong effect at the top dose
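HepG2 CAGA-GFP cells (1000/well, DMEM with 1% FBS) received compound, then TGF-beta at 500 pg/mL final, and were incubated 18 hours at 37 degrees C. Viability was read by CellTiter-Glo luminescence. Media-only wells were set as complete cell-killing and DMSO as no toxicity.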
Nrf2 ARE act: qHTS of Nrf2 Activators. AREc32 ARE-luciferase reporter (MCF7-derived line), luminescence, 24 h. Potency, µM (highest dose often 46.1 µM), for inactives: at the top dose activation, actives largely listed as activators. 410,000 tested, 0.31% active. AID 624171, 2012; also: potency is read from the fitted curve at half-maximal effect; % of control where 0% means no effect; nearly all actives have a fitted effect of over 65% in size
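ARE activation measured as luciferase luminescence (Steady-Glo, 30 min RT) in AREc32_Fluc cells after 24 hr compound exposure at 37 deg C, 5% CO2; cells seeded overnight at 1000/well in OPTI-MEM, 5% FBS.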
A549 viability: Nrf2 qHTS screen for inhibitors: counterscreen for cytotoxicity | 390,000 tested, 0.16% active | AID 504648, 2011 | A549 ARE-Fluc cells, CellTiter-Fluor viability, 18-24 h | Potency, µM (series often up to 46 µM), without a hit: top-dose activity change, negative = cytotoxicity, usual class: inhibitors; also: potency is read from the fitted curve at half-maximal effect; % is scaled to controls: 0 for no effect and ±100 for the full control effect
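A549 ARE-Fluc cells in 5% FBS OPTI-MEM, 5000 cells/well, rested 2 h then exposed to compounds in concentration-response for 18-24 h at 37 °C. Viability by CellTiter-Fluor fluorescence (Ex 405/Em 525) after 30 min; luciferase luminescence (BugLite, 15 min, RT) read afterwards.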
Nrf2 inh: Nrf2 qHTS screen for inhibitors | A549 ARE-Fluc reporter, luciferase luminescence, 18-24 h | 360,000 tested, 2.1% active | Potency, µM (titrated, usually from 46 µM), for inactives: top-dose activity change, negative = inhibition, hits mostly inhibitors | AID 504444, 2011; also: potency is read from the fitted curve at half-maximal effect; % is scaled to controls: 0 for no effect and ±100 for the full control effect; nearly all actives have a fitted effect of over 60% in size
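In this cell-based qHTS, ARE-driven firefly luciferase in A549 cells reports Nrf2 activity; the luminescent signal after BugLite lysis is the measured value, with a prior CellTiter-Fluor read for cell health.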
EPAC2 ag: qHTS for Agonist of cAMP-regulated guanine nucleotide exchange factor 4 (EPAC2): primary screen; AID 720711, 2013; Potency, µM (top dose mostly 154 µM), inactives show at the highest dose activation, usual class: activators; 360,000 tested, 0.079% active; Rap guanine nucleotide exchange factor 4 (Homo sapiens), Q8WZA2; EPAC2 activation, biochemical qHTS; response scale: 100% = 6.5 mM cAMP response; also: potency is read from the fitted curve at half-maximal effect; nearly all actives have a fitted effect of over 50% in size
Target sequence (Q8WZA2 whole entry, looked up): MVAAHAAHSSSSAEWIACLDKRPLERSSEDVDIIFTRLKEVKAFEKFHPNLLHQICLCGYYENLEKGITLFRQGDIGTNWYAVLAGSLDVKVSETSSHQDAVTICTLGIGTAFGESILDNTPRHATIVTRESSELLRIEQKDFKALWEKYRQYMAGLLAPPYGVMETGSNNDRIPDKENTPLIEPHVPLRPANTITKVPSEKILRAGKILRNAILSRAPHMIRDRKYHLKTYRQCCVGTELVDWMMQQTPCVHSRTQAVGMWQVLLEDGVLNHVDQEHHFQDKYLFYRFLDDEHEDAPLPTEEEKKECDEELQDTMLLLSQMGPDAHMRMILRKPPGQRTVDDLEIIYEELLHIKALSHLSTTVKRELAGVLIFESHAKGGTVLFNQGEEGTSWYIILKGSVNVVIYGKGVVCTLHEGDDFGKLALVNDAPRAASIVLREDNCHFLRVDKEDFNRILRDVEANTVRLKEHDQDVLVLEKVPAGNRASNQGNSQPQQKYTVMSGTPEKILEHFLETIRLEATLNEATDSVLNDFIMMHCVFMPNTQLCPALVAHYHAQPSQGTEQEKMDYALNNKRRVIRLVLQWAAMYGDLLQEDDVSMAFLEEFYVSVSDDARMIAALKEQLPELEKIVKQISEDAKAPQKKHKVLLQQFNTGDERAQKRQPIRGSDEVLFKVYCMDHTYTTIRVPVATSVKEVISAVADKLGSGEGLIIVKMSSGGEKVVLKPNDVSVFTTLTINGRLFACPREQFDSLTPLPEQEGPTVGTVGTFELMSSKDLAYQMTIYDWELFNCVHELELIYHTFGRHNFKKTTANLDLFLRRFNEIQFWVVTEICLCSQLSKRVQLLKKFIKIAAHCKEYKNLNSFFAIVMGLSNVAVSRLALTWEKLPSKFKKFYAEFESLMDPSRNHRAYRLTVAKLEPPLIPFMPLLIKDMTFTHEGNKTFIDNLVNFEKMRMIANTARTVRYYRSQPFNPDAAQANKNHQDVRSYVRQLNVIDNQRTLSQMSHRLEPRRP
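Exchange assay: 100 nM EPAC2 with 250 nM Rap1B-BODIPY-GDP and 50 uM GDP. Fluorescence (ex 480/em 540 nm) read every 5 min for 30 min at room temperature. Data normalized to 6.5 mM cAMP as agonist control.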
IL-2 act: qHTS of IL-2 Activators. IL-2 activation reporter assay, cell-based qHTS; stimulated with anti-CD3/CD4/CD28 beads; in transgenic mouse T cells. activation, % (series mostly up to about 46 µM). 360,000 tested, 0.065% active. AID 652025, 2013; in the data active = activation above about 50%; inconclusive = mostly about 30% to 49%; also: 0% is about no effect
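First, unstimulated transgenic mouse T cells were exposed to compound for 60 min. Next, anti-CD3/anti-CD4-coated beads with anti-CD28 were added. Finally, after 18 h at 37 degrees C, EGFP and DsRed were imaged.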
* = called active by the depositor; i = inactive; ? = inconclusive; . = no result given; [ ] = dose if it differs, or a comment. Unless noted, calls follow the shape of the dose curve; as a rule, active = well fitted curve in the direction sought with a large enough effect; inconclusive = small, poorly fitted or top-dose-only effect, or another doubt; inactive = no such curve, though single readings can be large; an effect the other way counts as inactive or inconclusive.

Order of values: TGFb SMAD3 inh | ATXN2 expr inh | ATXN viability | HepG2 viability | Nrf2 ARE act | A549 viability | Nrf2 inh | EPAC2 ag | IL-2 act
COc1ccc(/C=N/N2C(=O)C3C4C=CC(C4)C3C2=O)cc1[N+](=O)[O-] (stereo not given)
→ -10% | -6% | i | -26% | -0.6% | 0% | 12% | 1% | 1.4
C=Cc1ccc(CSc2nc(-c3ccccc3Cl)nc3c2Cc2c(CO)cnc(C)c2O3)cc1
→ 14% | -5% | ? | 4% | 0.5% | 5% | -7% | . | .
COc1ccc(CCNC(=O)CSc2ccc(-c3ccco3)nn2)cc1OC
→ 4% | 5% | i | -5% | ? | -5% | 1% | 5% | 1.3
Cc1cc(NC(=O)CCC(=O)N(CCC(C)C)C(C(=O)NC2CCCC2)c2cccnc2)no1 (stereo not given)
→ -14% | -19% | i | 2% | -1.4% | -5% | 6% | 4% | -0.7
COc1ccc(-c2cc(C(=O)Nc3cccc(C(C)=O)c3)no2)cc1OC
→ 33%[activator] | 1% | i | 14% | 0.8% | -4% | -2% | . | .
COc1ccc(NS(=O)(=O)c2cc(OC)ccc2NC(=O)c2cc(C)oc2C)cc1
→ -1% | -20% | ? | -16% | -0.6% | -26% | ? | 16% | 7.0
COC(=O)CN(C(=S)Nc1ccc(Cl)cc1)C1CC(=O)N(c2ccc(OC)cc2)C1=O (stereo not given)
→ 1% | -5% | i | -19% | 0.0% | -3% | -14% | 20% | 1.1
Cc1ccccc1-n1nc(CO)c(C(=O)NCc2cccnc2)n1
→ 0% | . | . | 3% | -0.3% | -2% | -16% | . | .
Cn1c(CO)cnc1SCC(=O)c1ccc(F)cc1
→ 0% | -14% | i | -28% | -0.1% | -1% | 6% | 8% | -3.4
Cc1cccc(NC(=O)N2CCCC2C(=O)NCc2cccs2)c1 (stereo not given)
→ 11% | 0% | i | 12% | -0.8% | -10% | -10% | -2% | 0.6
C/C(=N\NC(=O)c1ccncc1)c1cc2ccccc2o1
→ 15% | 10% | i | -3% | 3.9% | 17% | 0% | 8% | -1.9
COc1ccc(N(C(=O)CNC(=O)c2cccs2)C(C(=O)NC2CCCC2)c2ccncc2)cc1 (stereo not given)
→ -1% | 4% | i | 5% | -0.1% | 0% | 6% | 12% | 0.3
CCOc1ccc(NC(=O)CC2C(=O)N(c3cccc(OC)c3)C(=O)N2C(C)C)cc1 (stereo not given)
→ -2% | 6% | i | -1% | 4.3% | 20% | -7% | 16% | -0.3
COc1ccc(NC(=O)CSc2cccc3cccnc23)c(OC)c1
→ -17% | 3% | i | 4% | -0.6% | 3% | -11% | 10% | 0.0
CCn1cc(Br)c(C(=O)Nc2cccc(Cl)c2)n1
→ 0% | 7% | i | -18% | 5.1% | -1% | ? | 15% | -2.6
CCN1CCN(c2ccccc2NC(=O)C(C)Oc2ccc(C(C)=O)cc2)CC1 (stereo not given)
→ 17% | 6% | i | -1% | 2.1% | -2% | 8% | -1% | 3.6
COc1ccc2[nH]c(O)c(NC(C)=O)c2c1
→ -14% | -12% | i | -3% | -0.4% | -6% | -16% | 3% | -2.0
CCc1nn2c(=O)cc(COc3ccc(/C=C4\C(=N)N5N=C(C)SC5=NC4=O)cc3)nc2s1
→ 4% | . | i | 4% | 3.4% | -10% | 13% | 0% | -3.7
Fc1ccc(Nc2ncnc3onc(-c4ccc(Cl)cc4)c23)cc1Cl
→ ? | 2% | i | -10% | 0.0% | -17% | ? | . | .
O=C(NCc1ccc2c(c1)OCO2)C(=O)NCC1OCCCN1S(=O)(=O)c1ccccc1 (stereo not given)
→ -4% | . | i | -17% | 0.5% | . | . | -2% | -1.2

(cont.)
Field names – A = TGFb SMAD3 inh; B = ATXN2 expr inh; C = ATXN viability; D = HepG2 viability; E = Nrf2 ARE act; F = A549 viability; G = Nrf2 inh; H = EPAC2 ag; I = IL-2 act
CCC1(CC)C(=O)NC(=O)NC1=NCCc1ccc(O)cc1
  A: 10%	B: -2%	C: ?	D: -3%	E: 0.4%	F: -1%	G: 8%	H: -5%	I: 0.6

COCCOC(=O)c1c(C)oc2ccc(NS(=O)(=O)c3ccc(C(=O)O)cc3)cc12
  A: -7%	B: -2%	C: i	D: 4%	E: 0.0%	F: 16%	G: 12%	H: -1%	I: 1.9

CCOC(=O)N1CCN(C(=O)Cn2c(=O)sc3ccccc32)CC1
  A: 0%	B: -8%	C: i	D: -10%	E: -0.8%	F: -2%	G: 17%	H: 0%	I: -1.5

CC(=O)NN1C(=O)/C(=C\c2ccc(C)cc2)SC1=S
  A: -3%	B: 1%	C: i	D: 1%	E: 2.8%	F: 15%[1.84 µM]	G: -5%	H: -1%	I: -1.1

CCN(C(=O)COC(=O)C1=COCCO1)c1c(N)n(Cc2ccccc2)c(=O)[nH]c1=O
  A: -8%	B: -2%	C: i	D: -38%	E: -0.1%	F: -19%	G: 0%	H: 2%	I: -4.9

c1ccc(C2[C@H]3CN(Cc4cccnc4)[C@H](c4ccccc4)C34CC2(c2ccccc2)C4)cc1 (stereo not given in full)
  A: ?	B: -10%	C: ?	D: -18%	E: 12%	F: -1%	G: -1%	H: -2%	I: -0.1

COc1ccc2c(ccc[n+]2CC(=O)c2ccccc2)c1
  A: 3%	B: 12%	C: i	D: -4%	E: -0.4%	F: -13%	G: -32%	H: -2%	I: 0.5

COc1cc(NC(=O)C2CCCCN2)ccc1OCC(C)C (stereo not given)
  A: -7%	B: 5%	C: i	D: -17%	E: 0.8%	F: -6%	G: 6%	H: 3%	I: -0.4

CCOC(=O)/C(C#N)=C1/SC(CCO)C(=O)N1c1ccccc1 (stereo not given)
  A: 2%	B: 1%	C: ?	D: -2%	E: 0.7%	F: 1%	G: -8%	H: 4%	I: -0.6

CC1(C(=O)NC2CCN(Cc3ccccc3)CC2)CCN1CCc1ccccc1 (stereo not given)
  A: 2%	B: -7%	C: i	D: -28%	E: 0.6%	F: .	G: .	H: 3%	I: -0.1

O=C(CSc1nnnn1-c1ccccc1)NC(=O)Nc1ccc2c(c1)OCCO2
  A: -9%	B: 39%[activator]	C: i	D: -15%	E: 2.1%	F: -6%	G: ?	H: 4%	I: -4.2

Cc1ccc(-c2nnn(CC(=O)N3CCN(c4ccccc4)CC3)n2)o1
  A: -2%	B: -9%	C: i	D: -14%	E: 0.1%	F: 7%	G: 3%	H: 0%	I: 0.3

Cc1ccc(Oc2ccccc2/C=C2\SC(=O)N(C)C2=O)cc1
  A: -26%	B: -6%	C: i	D: -3%	E: 0.2%	F: ?	G: 11%	H: 12%	I: 0.6

Cc1cccc(NS(=O)(=O)c2ccc3c(c2)CCN3C(=O)C2CCC2)c1
  A: ?	B: ?	C: ?	D: -18%	E: -1.3%	F: -17%	G: 15µM*	H: .	I: .

CCCCC1=CC2=CC(=O)C(C)(OC(=O)c3cccs3)C(=O)C2=CO1 (stereo not given)
  A: -4%	B: 2%	C: i	D: 3%	E: -0.5%	F: -7%	G: -1%	H: -10%	I: 0.5

CCc1ccc(NC(=O)C2CCC(CNS(=O)(=O)c3cccs3)CC2)cc1 (stereo not given)
  A: 8%	B: 5%	C: i	D: -6%	E: 0.0%	F: 8%	G: 9%	H: .	I: .

O=C(Nc1ccc(O)cc1)c1ccc(C(=O)c2ccccc2)o1
  A: 10%	B: 27%	C: i	D: -25%	E: 12%	F: -10%	G: ?	H: 3%	I: -2.2

CC1(C)Cc2c(sc3c2c(=N)n(Cc2ccco2)c(=O)n3Cc2ccc(Cl)cc2)CO1
  A: -1%	B: -16%	C: i	D: 7%	E: 3.2%	F: -11%	G: ?	H: 1%	I: 0.2

In the list so far, these have two or more sulfur atoms.
Field names – A = TGFb SMAD3 inh; B = ATXN2 expr inh; C = ATXN viability; D = HepG2 viability; E = Nrf2 ARE act; F = A549 viability; G = Nrf2 inh; H = EPAC2 ag; I = IL-2 act
CCc1nn2c(=O)cc(COc3ccc(/C=C4\C(=N)N5N=C(C)SC5=NC4=O)cc3)nc2s1
  A: 4%	B: .	C: i	D: 4%	E: 3.4%	F: -10%	G: 13%	H: 0%	I: -3.7

CC(=O)NN1C(=O)/C(=C\c2ccc(C)cc2)SC1=S
  A: -3%	B: 1%	C: i	D: 1%	E: 2.8%	F: 15%[1.84 µM]	G: -5%	H: -1%	I: -1.1

CCc1ccc(NC(=O)C2CCC(CNS(=O)(=O)c3cccs3)CC2)cc1 (stereo not given)
  A: 8%	B: 5%	C: i	D: -6%	E: 0.0%	F: 8%	G: 9%	H: .	I: .

Part of the list above, tab-delimited:
Structure	TGFb SMAD3 inh	ATXN2 expr inh	ATXN viability	HepG2 viability	Nrf2 ARE act	A549 viability	Nrf2 inh	EPAC2 ag	IL-2 act
CC1(C(=O)NC2CCN(Cc3ccccc3)CC2)CCN1CCc1ccccc1 (stereo not given)	2%	-7%	i	-28%	0.6%	.	.	3%	-0.1
O=C(CSc1nnnn1-c1ccccc1)NC(=O)Nc1ccc2c(c1)OCCO2	-9%	39%[activator]	i	-15%	2.1%	-6%	?	4%	-4.2
